From PubChem
Vif imaging – inhibitors of HIV Vif | HEK293T cells, Vif self-association by quenched fluorescence, imaging, 24 h | AID 602346 | inhibition, % at 7.49 µM | 340,000 compounds, 0.35% hits; in the data active means inhibition above about 50%, passing the limit was not always enough; inconclusive means no clear call, values can overlap the other calls; inactive means below about 31%; further: some results filed as inactive read as strong as hits
Glyco luc inh – N-linked glycosylation inhibition; D54 ERlucT glycosylation luciferase reporter, 24 h; percent of 100 nM tunicamycin response; reporter increase, % at 12.5 µM; 360,000 compounds, 0.23% hits;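 active means mean luciferase reporter signal, scaled so untreated is 0 and the glycosylation-blocking control 100, at or above a set limit in every replicate; inconclusive means mean reaches the limit but not every replicate does; inactive means mean below the limit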;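 further: luciferase carries N-glycosylation sites so blocking glycosylation raises the light; 0% = median of neutral control wells and 100% = median of 100 nM tunicamycin wells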
Cardio protect – myocardial damage modulation in H9c2 cells; H9c2 cardiomyocytes, H2O2 injury protection, ATPLite, 2 h; AID 588492; protection from H2O2 cell death, % at 20 µM; 360,000 compounds, 0.63% hits;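 active means compounds giving at least 50% protection of heart cells from peroxide-induced death in the single-dose screen, raw or plate-pattern-corrected value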;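 further: 0% = DMSO wells with peroxide and 100% = DMSO wells without peroxide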
Exocytosis inh – blocks lytic granule exocytosis | TALL-104 LAMP-1 surface exposure, flow cytometry; cells stimulated with thapsigargin and PMA | 360,000 compounds, 0.66% hits | inhibition, % at 10 µM | AID 651702;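 active means inhibition above about 55%, limit read from the data; inconclusive means no clear call, values can overlap the other calls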
CaV13 FRET inh – Disruptors of the CACNA1D IQ motif to Ca2+-dependent inactivation inhibitor domain association, primary screening, Förster resonance energy transfer in intact living …. 340,000 compounds, 0.098% hits. inhibition, % at 12.3 µM. HEK cells, CFP/YFP FRET ICDI-IQ, plate reader, 10 min; percent FRET-ratio fall versus neutral wells;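 active means mean replicate inhibition of at least 30% and at least 1% of replicates passing that level; inconclusive means only one of the two criteria is met; inactive means neither criterion is met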;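 further: 0% = median of the neutral control wells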
m5-HT2A agonist – mouse HTR2A agonism via beta-arrestin recruitment; activation, % at 7.6 µM; 360,000 compounds, 0.66% hits; AID 624169; CHO-K1 mHTR2A beta-arrestin complementation, luminescence; percent of 30 µM serotonin response;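 active means activation above a run cutoff, the mean activation of all tested compounds plus 3 SD, cut at about 14% in these data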;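 further: 0% = plate median of compound wells and 100% = 30 µM serotonin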
Target sequence (P35363 whole entry, looked up): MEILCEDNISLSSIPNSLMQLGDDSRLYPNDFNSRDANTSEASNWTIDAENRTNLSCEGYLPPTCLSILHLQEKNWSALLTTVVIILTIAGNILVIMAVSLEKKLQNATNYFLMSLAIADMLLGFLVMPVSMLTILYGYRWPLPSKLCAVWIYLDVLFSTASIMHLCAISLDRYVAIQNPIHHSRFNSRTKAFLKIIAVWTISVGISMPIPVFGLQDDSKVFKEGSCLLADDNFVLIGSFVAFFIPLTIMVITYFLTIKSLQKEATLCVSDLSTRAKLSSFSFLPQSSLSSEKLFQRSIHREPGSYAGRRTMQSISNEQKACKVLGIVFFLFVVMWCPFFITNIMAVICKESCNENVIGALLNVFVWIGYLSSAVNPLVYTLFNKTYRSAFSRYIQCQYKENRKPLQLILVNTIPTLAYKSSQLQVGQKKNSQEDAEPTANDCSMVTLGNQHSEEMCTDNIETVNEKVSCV
ABCB6 inh MLPCN – inhibitors of human ABC transporter ABCB6. K562-ABCB6 porphyrin accumulation, flow cytometry, 1 h; stronger effect = lower value. fluorescence ratio to DMSO, % at 10 µM. 360,000 compounds, 0.19% hits. AID 602162;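 active means fluorescence ratio to DMSO below 75%, the collection mean minus 3 SD; inconclusive means too few cells collected in the well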;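 further: signal is porphyrin accumulated inside mitochondria; 100% equals median channel fluorescence of DMSO control wells; lower ratio means ABCB6 inhibition with less porphyrin fluorescence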
PDI turbidity – inhibitors of human protein disulfide isomerase; P07237; PDI insulin aggregation turbidity, A650, 90 min; inhibition, % at 10 µM; 350,000 compounds, 0.052% hits;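 active means mean inhibition across replicates of 30% or more, whatever share of single replicates reach that level; inconclusive means mean inhibition below 30% while every single replicate reaches 30%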;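 further: absorbance from insulin aggregation driven by PDI reduction with DTT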
Target sequence (P07237 whole entry, looked up): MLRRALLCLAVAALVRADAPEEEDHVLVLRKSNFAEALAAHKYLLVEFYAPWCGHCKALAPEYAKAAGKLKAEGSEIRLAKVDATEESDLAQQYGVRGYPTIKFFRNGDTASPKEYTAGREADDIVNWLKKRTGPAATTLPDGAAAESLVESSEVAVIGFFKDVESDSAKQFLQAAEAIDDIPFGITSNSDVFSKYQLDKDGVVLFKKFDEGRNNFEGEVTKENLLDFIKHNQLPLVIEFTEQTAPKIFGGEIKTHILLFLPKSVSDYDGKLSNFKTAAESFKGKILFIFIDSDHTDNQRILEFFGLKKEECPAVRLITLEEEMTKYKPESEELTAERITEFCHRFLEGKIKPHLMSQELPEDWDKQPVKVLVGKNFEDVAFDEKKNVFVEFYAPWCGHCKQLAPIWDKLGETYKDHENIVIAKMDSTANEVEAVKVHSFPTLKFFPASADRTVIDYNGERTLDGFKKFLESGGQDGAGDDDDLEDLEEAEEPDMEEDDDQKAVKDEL
aDG glyco up – alpha-DG glycosylation activation; Pro5-aDG cells, alpha-DG glycosylation AlphaScreen (IIH6); 0% Pro5, 100% B10-LARGE cell signal; activation, % at 10 µM; 360,000 compounds, 0.22% hits; AID 624168;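 active means activation of at least 8% versus controls, or a plate z-score of at least 8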;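 further: Pro5 are CHO cells carrying HIG-tagged alpha-DG that lacks glycosylation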
hiPSC survival – enhancers of human iPSC single-cell survival; hiPSC single-cell survival, ATPlite luminescence; 100% = ROCK inhibitor wells, 0% = DMSO; survival enhancement, % at 20 µM; 360,000 compounds, 0.044% hits; AID 602274; in the data active means survival enhancement above about 18%;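 further: cells exposed to compounds for 16 hours before the ATP read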
Starred values were filed as active, the others as inactive; ? = inconclusive; . = no result given.

SMILES	Vif imaging	Glyco luc inh	Cardio protect	Exocytosis inh	CaV13 FRET inh	m5-HT2A agonist	ABCB6 inh MLPCN	PDI turbidity	aDG glyco up	hiPSC survival
Cc1ccccc1Oc1ccc2c(c1)[C@@H]1C[C@H](N(C)C(=O)c3ccco3)[C@H]([C@H](C)O)C(=O)N1CC2	.	0	-2	1	-5	-7	100	19	-0.1	4.0
Cc1ccc(SCCC(=O)N/N=C/c2cccnc2)cc1	-3	0	3	2	-6	-2	101	0	0.0	-0.4
O=C(O)CCCC(=O)Nc1ccccc1Oc1ccccc1	1	3	4	-1	-4	-4	98	12	0.0	-0.3
O=c1cc(-c2ccccc2Cl)c2c([nH]1)CCC2	-3	3	0	-5	23	3	85	.	0.1	-1.6
COc1ccc(COc2ccccc2C(=O)NCc2ccccc2)cc1F	-2	-4	-22	-1	-5	-9	98	-9	1.6	3.6
NC(=O)COC(=O)C12CC3CC(CC(O)(C3)C1)C2	-4	1	6	1	-2	-3	104	1	-0.3	6.9
CCCCN(CCCC)CCNC(=O)CNC(=O)c1cccs1	-1	0	-8	2	-9	3	100	11	0.4	-1.5
CCC(=O)Nc1nc2ccc(NC(=O)COc3ccccc3)cc2s1	2	-2	4	17	.	-5	104	-4	-0.3	-0.5
Cc1c(N=C2SC(CC(=O)Nc3ccccc3)C(=O)N2CCN2CCOCC2)c(=O)n(-c2ccccc2)n1C (centres undefined)	2	2	3	-5	-5	4	98	-1	0.8	2.2
O=C(Cc1ccc(Cl)cc1)NNC(=O)C(=O)NC1CCCCC1	2	1	7	0	-6	0	98	-1	0.6	3.1
Cc1ccc(-n2cc(-c3ccccc3)c3c(NN4CCOCC4)ncnc32)cc1	-8	-5	2	-3	-5	3	101	2	-0.3	0.3
CCN(CC)S(=O)(=O)c1ccc(C(=O)NCCSc2c[nH]c3ccccc23)cc1	-5	-1	-7	0	-5	-4	96	.	-0.2	0.4
CCc1c(O)nc(SCC(=O)Nc2ccc(Cl)cc2)n(-c2ccccc2)c1=O	0	0	14	5	-10	-5	97	16	-0.3	-1.7
Cc1ccc(S(=O)(=O)N(C)C)cc1NC(=O)COC(=O)C1CC(=O)N(c2ccc3c(c2)OCCO3)C1 (centres undefined)	.	0	2	7	-2	4	99	0	0.0	-0.3
COC(=O)c1ccc(-n2ccnc2)cc1	-2	-1	4	2	-5	4	100	-2	-0.2	0.3
Cc1n[nH]c(=S)n1/N=C/c1ccccc1OCc1ccc(Cl)cc1	-2	4	-7	-3	-4	-6	101	-4	0.3	-2.6
COc1cc2ccccc2cc1C(=O)NCc1ccncc1	4	0	4	0	.	-3	96	-4	0.7	0.3
CC[C@]12c3[nH]c4ccccc4c3CCN1C(=O)C(CC(=O)NCCCn1ccnc1)C[C@@H]2C(=O)N1CCN(C(=O)c2ccco2)CC1 (some centres undefined)	.	2	11	-2	-4	-2	96	11	-0.1	0.6
Cc1cc(=O)[nH]c(SCC(=O)NC2CCCc3ccccc32)n1 (centres undefined)	0	0	3	-1	8	0	98	-3	-0.1	-0.6
CCCCCOc1ccc(NC(=O)C2OC3OC(C)(C)OC3C3OC(C)(C)OC23)cc1 (centres undefined)	-2	-2	1	5	-5	7	109	-12	-0.3	-2.3
COc1nc(-c2ccccc2)ccc1-c1noc(C)n1	-2	1	-5	12	-3	2	88	3	0.0	-0.8
O=C1c2ccccc2C(=O)N1CCSc1ccccc1	-10	-1	-4	0	.	-4	98	5	0.4	0.7
CC(=O)Nc1cccc(C(=O)Nc2ccc(S(=O)(=O)NC3=NCCCCC3)cc2)c1	.	0	-3	-8	-6	2	93	-2	0.2	0.4
COc1ccc(-c2cnnn2-c2ccc(N)cc2)cc1OC	.	-1	-2	0	-4	4	100	-4	1.0	1.6
COc1ccc(OCc2nnc(SC3CCOC3=O)n2-c2ccccc2)cc1 (centres undefined)	1	1	4	-1	-8	-4	96	4	-0.3	0.0

Other structures:
SMILES	Vif imaging	Glyco luc inh	Cardio protect	Exocytosis inh	CaV13 FRET inh	m5-HT2A agonist	ABCB6 inh MLPCN	PDI turbidity	aDG glyco up	hiPSC survival
Cc1nn(C)c(C(=O)Nc2cccc(Nc3ccccc3)c2)c1[N+](=O)[O-]	7	1	-14	3	.	-3	97	-1	0.6	-0.4
ClCc1nnc(-c2cc3c(s2)CCCC3)o1	4	-1	-24	-3	2	0	119	0	0.2	-0.1
Cn1c(COc2cccc3cccnc23)nnc1SCC(=O)O	1	1	11	-8	2	2	102	4	0.0	0.7
Cc1nc(-c2ccccc2)sc1C(=O)/C=C/c1ccccc1	.	15	-10	0	.	-2	98	-11	-0.3	-5.6
CCOC(=O)c1c(NC(=O)CSc2nnnn2C)sc(C)c1C	-10	0	1	-3	.	3	95	2	-0.4	0.9
Cc1ccc2nc(SCc3nnc(-c4ccccc4Br)o3)[nH]c2c1	-8	1	-4	-2	.	-4	110	0	-0.1	1.1
Cn1c(CN2CCN(C(=O)c3ccccc3)CC2)nc2cc([N+](=O)[O-])ccc21	0	-2	0	3	7	6	70*	1	0.1	1.7
Cc1ccccc1Nc1nc(CSc2nnc(-c3ccoc3C)n2C)cs1	4	3	5	2	-4	-5	96	3	-0.1	-2.3
O=C(c1cccs1)N1N=C(c2ccccc2)CC1c1ccc(O)cc1 (centres undefined)	-7	-1	-7	7	-4	-2	94	10	0.2	0.3
CSC(=NNC(=O)c1ccccc1O)SC	1	1	-2	0	.	1	94	18	-0.2	6.2
COc1cc(/C=N/n2c(COc3ccccc3)n[nH]c2=S)cc(Br)c1O	-9	4	-3	14	-21	9	92	-6	-0.1	0.3
Cc1nn(-c2ccccc2)c(N)c1C1(O)C(=O)N(C(C)C)c2ccccc21 (centres undefined)	-3	4	-2	-2	-3	2	99	1	0.1	3.2
Cc1n[nH]c(=O)nc1NCc1ccccc1Cl	3	0	-7	0	.	-1	98	-7	0.1	-0.9
O=C(CN1C(=O)CCS(=O)(=O)c2ccccc21)NCCc1ccccc1	-7	-1	-3	-2	-3	0	94	6	0.0	0.3
CC(C)(C)OC(=O)C[C@@H]1C/C=C\C[C@@H](CC(=O)NCCO)C(=O)N[C@H](C(C)(C)C)COC1=O	4	-1	1	-6	-11	2	102	1	0.3	-1.5
O=C(NCC(c1ccco1)N1CCc2ccccc21)c1ccccc1 (centres undefined)	-7	1	4	-1	-7	1	91	-3	-0.4	0.1
CCOc1cc(/C=C/c2nc3cc(C)c(C)cc3s2)ccc1OCC(=O)N1CCOCC1	-13	0	-2	2	-4	1	95	2	0.0	-2.7
COc1ccc(NC(=O)CC2C(=O)N(c3ccccc3)C(=O)N2Cc2ccco2)cc1 (centres undefined)	-7	1	-2	0	2	4	95	1	0.0	-0.1
CCCNc1cc(=O)n(C)c(=O)n1C	19	0	9	-1	-5	6	116	18	0.0	3.0
COc1ccc(-c2nnc(-c3ccc(N)cc3)o2)cc1	?	-3	-9	-3	-4	2	97	-1	-0.1	-1.9
CCC(NC(=O)C1(C)CC1(Br)Br)c1ccc(C)cc1 (centres undefined)	47	-1	-5	-12	-3	5	101	5	0.0	-1.8
Cc1c(NS(=O)(=O)c2cc(C(=O)N3CCCC(C)C3)ccc2Cl)c(=O)n(-c2ccccc2)n1C (centres undefined)	-2	5	8	13	-1	1	97	-8	0.6	-1.8
Cc1ccc(-n2c(-c3ccncc3)nnc2-c2ccco2)cc1	-4	2	0	11	-4	1	97	6	0.2	3.1
CSc1nc(C(=O)N2CCc3c([nH]c4ccccc34)C2c2ccccn2)cs1 (centres undefined)	.	-1	-9	-1	-5	-1	102	7	0.8	0.1
Cc1c(C(=O)O)oc2ccc(S(=O)(=O)NCc3ccc4c(c3)OCO4)cc12	0	0	2	-3	-4	3	107	-3	0.0	5.2

(list continues)
SMILES	Vif imaging	Glyco luc inh	Cardio protect	Exocytosis inh	CaV13 FRET inh	m5-HT2A agonist	ABCB6 inh MLPCN	PDI turbidity	aDG glyco up	hiPSC survival
COc1c(C)cc(C(O)c2ncc(-c3cccc(F)c3)[nH]2)cc1C (centres undefined)	.	2	-1	0	-9	-1	98	10	0.8	1.0
O=C(NCC(=O)N1CCC(N2CCCCC2)CC1)C1CCCCC1	-1	0	3	-1	-3	-2	103	-2	0.0	2.0
O=C(CSc1nnnn1C1CC1)N1CCN(Cc2ccccc2F)CC1	0	-2	-3	2	-6	9	106	-9	0.4	1.8
O=C(CN1CCN(S(=O)(=O)c2ccccc2F)CC1)Nc1ccnn1C1CCCC1	-4	-1	6	0	-6	12	101	8	0.5	-0.5
CN(c1ccc(F)cc1)S(=O)(=O)c1ccc(Cl)c(C(=O)Nc2ccc3c(c2)CCC3)c1	5	-5	-7	2	-5	-7	90	0	0.5	-2.3
O=C(Nc1ccc(-n2nncc2-c2ccco2)cc1)c1cccc(F)c1	-8	-2	4	2	-3	-2	58*	9	2.2	0.6
CCOC(=O)Cn1c(=NC(=O)C2CC2)sc2c(C)cc(C)cc21	-3	-1	-1	-3	-5	-2	92	15	0.4	-0.4
CCOC(=O)c1c(C)oc2ccc(OS(C)(=O)=O)cc12	-2	1	-8	-2	-4	6	95	-10	0.0	-0.6
Cc1cccc(NC(=O)CSc2n[nH]c(-c3cccnc3)n2)c1	-2	0	1	3	-2	-4	98	-8	0.1	-0.3
O=C(c1ccncc1)c1ccc([N+](=O)[O-])cc1	-3	3	2	-1	-6	0	98	2	0.3	-0.5
COC(=O)C1CCN(C(=O)c2cc(-c3ccco3)nc3ccccc23)CC1	3	-1	2	7	-19	8	97	-2	0.7	3.4
CCN(CC)CCCn1c(=S)[nH]c2cc(OC)c(OC)cc2c1=O	-3	-2	4	0	-5	-13	94	-3	0.3	-2.0
Cc1cc(CN(C)C(=O)c2cc(COc3ccc(C)c(C)c3)on2)n[nH]1	-8	0	-4	0	-3	-9	100	4	-0.1	0.0
CCCOc1ccc(C(=O)CCNc2cccc(Cl)c2)cc1	-4	-2	-8	-1	10	3	96	4	0.1	-0.7
CCc1ccc(OCCNC(=O)c2ccccc2SCc2ccc(F)cc2)cc1	-1	-2	-14	4	-4	-4	94	5	-0.1	1.7
COc1cc(OC)c(/C=N/NC(=O)c2ccc([N+](=O)[O-])cc2)cc1Br	-1	-3	-2	0	-8	-4	100	10	-0.2	5.0
COc1cc2nc(CC(C)C)n(NC(=O)c3ccccc3)c(=O)c2cc1OC	-6	1	1	0	-8	7	98	-6	-0.2	-2.2
CC(C)C(C(=O)NCc1ccco1)N(C(=O)CNS(=O)(=O)c1ccc(Cl)cc1)C1CCCC1 (centres undefined)	.	-3	-2	-3	.	-4	94	1	0.1	-2.6
O=C(Nc1ccccc1Oc1cccnc1)C1CCCN(Cc2ccccc2O)C1 (centres undefined)	6	-1	1	1	-3	-3	96	15	0.6	0.8
O=C1NC[C@@H](CCCCN2C[C@H](Cc3ccccc3)N(CC3CCCCC3)C(=O)C2=O)N(CCc2ccc(O)cc2)C1=O	.	.	.	4	-8	-1	97	.	0.1	-0.5

Some entries already given, limited to PDI turbidity, Exocytosis inh and hiPSC survival.
| molecule | PDI turbidity | Exocytosis inh | hiPSC survival |
| --- | --- | --- | --- |
| O=C(NCC(c1ccco1)N1CCc2ccccc21)c1ccccc1 (centres undefined) | -3 | -1 | 0.1 |
| Cc1ccc(-n2cc(-c3ccccc3)c3c(NN4CCOCC4)ncnc32)cc1 | 2 | -3 | 0.3 |
